Bioassay records: PubChem BioAssay, several laboratories
E coli growth: E. coli V3065 growth inhibition, primary screen, counter-screen for AddAB inhibitor project, absorbance, OD600; 18 h; 330,000 compounds, 0.27% hits; inhibition, % at 11.9 µM;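 active = inhibition above the campaign's mean inhibition across all tested compounds plus 3 SD, cut at about 9.9% in these data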;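 note: uninfected addAB+ strain grown without phage in ampicillin broth; 0% = DMSO wells and 100% = ciprofloxacin 0.95 µg/ml wells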
phage Ecoli inh: growth loss of phage-infected E. coli, primary screen, RecBCD inhibitor project, absorbance, with phage, HTS; 360,000 compounds, 0.26% hits; inhibition, % at 11.9 µM; in the data active = inhibition above about 11%
OPRM1-OPRD1 inv: inverse agonists of MOR-DOR heterodimerization, primary screen, cell-based, luminescence; Mu-type opioid receptor (Homo sapiens) + Delta-type opioid receptor (Homo sapiens), …; cell-based MOR-DOR heterodimer luminescence, inverse agonism; inhibition, % at 9.3 µM; 340,000 compounds, 0.21% hits; AID 504357, 2011; in the data active = inhibition above about 22%, passing the limit was not always enough;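 note: 0% = cells with DMSO and 100% = wells without cells with DMSO; values of inactives mirror those of a sister screen read the other way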
PKA-R1A act: activators of PKA-R1A holoenzyme, primary screen, biochemical, fluorescence polarization, Cy5-IP20, bovine R1A, mouse PKAc; cAMP-dependent protein kinase type I-alpha regulatory subunit (Bos taurus) + …; PKA-R1A dissociation; scaled: DMSO 0%, 113 µM cGMP 100%; activation, % at 11.4 µM; 340,000 compounds, 0.083% hits; AID 504707, 2011;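 active = percent activation above the mean of all tested compounds plus 3 SD, cut at about 19% in these data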;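 note: higher means more PKAc released from R1A so a rise in polarization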
HTR5A inv ag: HTR5A inverse agonists in luminescence cell assay, primary screen, counter-screen for OPRM1-OPRD1 heterodimer inverse agonist project, full-deck HTS. 5-hydroxytryptamine receptor 5A (Homo sapiens), P47898. HTR5A cell line, inverse agonism. inhibition, % at 9.3 µM. 340,000 compounds, 0.083% hits; in the data active = inhibition mostly above about 23%, no sharp cut-off; inactive = mostly below about 18%;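 note: 0% = cells with DMSO and 100% = no-cell wells with DMSO; some compounds called inactive have numbers as strong as hits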
Target sequence (P47898 whole entry, looked up): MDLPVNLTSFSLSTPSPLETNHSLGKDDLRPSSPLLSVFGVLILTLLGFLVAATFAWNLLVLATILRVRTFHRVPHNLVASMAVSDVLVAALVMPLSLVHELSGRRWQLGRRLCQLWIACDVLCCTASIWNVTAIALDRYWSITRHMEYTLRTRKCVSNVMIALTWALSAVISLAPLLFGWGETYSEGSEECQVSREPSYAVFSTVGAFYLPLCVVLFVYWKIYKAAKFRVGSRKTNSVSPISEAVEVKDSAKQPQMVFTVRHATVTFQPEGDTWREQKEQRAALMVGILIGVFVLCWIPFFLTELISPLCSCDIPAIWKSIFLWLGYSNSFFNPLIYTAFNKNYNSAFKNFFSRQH
Mot1-301 SUMO: yeast Mot1-301 growth rescue at high temperature, primary screen, SUMOylation pathway inhibitor project, S. cerevisiae, ATP luminescence, 38.5C. S. cerevisiae Mot1-301 growth rescue; percent above DMSO median, 100 means doubled. growth rescue, % at 18.8 µM. 320,000 compounds, 1% hits;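 active = every valid replicate shows activation above 250% relative to neutral control wells; inactive = the rest, any valid replicate at or below 250%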;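 note: OY570 slx delta 5 strain wells were the positive control but not used for scaling; some compounds called inactive have numbers as strong as hits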
PfHsp90 set2: growth inhibition of PfHsp90-expressing yeast, primary screen, antimalarial PfHsp90 inhibitor project, S. cerevisiae, BacTiter-Glo luminescence, single point, set 2; inhibition, % at 9.4 µM; AID 504621, 2011; 310,000 compounds, 0.32% hits; BacTiter-Glo ATP, 48 h; yeast lacking PDR1 and PDR3 efflux regulators;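 active = every replicate shows inhibition above about 80%, whatever the replicate mean, limit read from the data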;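 note: 0% = DMSO neutral controls and 100% = 20 µM radicicol positive controls; yeast relying on Plasmodium falciparum Hsp90 in place of its own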
MOR-DOR ag: agonists of OPRM1-OPRD1 heterodimerization, primary screen, cell-based, luminescence | Mu-type opioid receptor (Homo sapiens) + Delta-type opioid receptor (Homo sapiens), … | cells | activation, % at 9.3 µM | 340,000 compounds, 0.3% hits | AID 504326, 2011; in the data active = activation above about 18%;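 note: 0% = vehicle-treated cells and 100% = reference agonist; values of inactives mirror those of a sister screen read the other way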
PKA-R2B act: activators of PKA-R2B holoenzyme, primary screen, biochemical, fluorescence polarization, Cy5-IP20, human. activation, % at 11.4 µM. PKA-R2B holoenzyme dissociation; R2B truncated from residue 108, S112A mutant; 0% DMSO only, 100% 113 µM cGMP. 340,000 compounds, 0.079% hits. cAMP-dependent protein kinase catalytic subunit beta (Homo sapiens) + cAMP-dependent …;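 active = activation above a cutoff set at the mean over all compounds plus 3 SD, cut at about 18% in these data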;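 note: higher means more holoenzyme dissociation and a rise in polarization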
Target sequence (P31323 whole entry, looked up, other chains not shown, the tested form may be a part): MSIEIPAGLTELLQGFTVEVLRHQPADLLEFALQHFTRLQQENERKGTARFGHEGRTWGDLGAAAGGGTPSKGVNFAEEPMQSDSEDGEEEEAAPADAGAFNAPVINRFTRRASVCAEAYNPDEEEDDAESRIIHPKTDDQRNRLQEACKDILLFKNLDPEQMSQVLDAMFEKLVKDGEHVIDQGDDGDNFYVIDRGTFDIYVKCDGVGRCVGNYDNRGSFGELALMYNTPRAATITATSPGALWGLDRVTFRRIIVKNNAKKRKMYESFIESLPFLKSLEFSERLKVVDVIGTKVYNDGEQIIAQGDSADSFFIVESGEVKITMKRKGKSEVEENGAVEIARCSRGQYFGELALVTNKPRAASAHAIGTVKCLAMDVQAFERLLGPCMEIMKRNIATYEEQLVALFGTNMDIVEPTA
AddAB inh: growth inhibition of E. coli expressing H. pylori AddAB, primary screen, AddAB inhibitor project, absorbance; inhibition, % at 11.9 µM; 330,000 compounds, 0.29% hits; in the data active = inhibition above about 12%;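 note: 0% = vehicle wells of infected cells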
Tat export inh: E. coli Tat export inhibitors, primary screen, MC4100, TorA-mCherry reporter, fluorescence, single point; inhibition, % at 10 µM; 340,000 compounds, 0.036% hits; AID 488895, 2010;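 active = mean replicate inhibition at least 50% and at least half of replicates individually reaching 50%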;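 note: exported cargo escapes ClpAP degradation while cytoplasmic cargo is degraded and loses fluorescence; 0% = median of neutral control wells and 100% = median of NaSCN control wells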
Numbers without * were called inactive; . = no result given. An unsorted share of the library, and some 2.2% of all compounds hit somewhere here.

structure | E coli growth | phage Ecoli inh | OPRM1-OPRD1 inv | PKA-R1A act | HTR5A inv ag | Mot1-301 SUMO | PfHsp90 set2 | MOR-DOR ag | PKA-R2B act | AddAB inh | Tat export inh
CC(Oc1ccc(C#N)cc1)C(=O)NC1CCCC1 (stereo unspecified) | 1.8 | -0.9 | 7 | -9 | 2 | -28 | 8 | -1.4 | -4 | 2.7 | -2
CC(C)OC(=O)CSc1nnc(-c2ccccn2)n1C | 1.2 | 3.5 | 12 | 2 | -24 | -5 | -23 | -2.4 | -6 | 0.2 | -3
CC(C)C(C)NC(=O)CN1C(=O)NC(C)(c2ccc3ccccc3c2)C1=O (stereo unspecified) | -0.1 | 1.7 | 14 | 3 | -2 | 119 | 34 | -3.2 | -5 | -0.8 | -2
Cc1cccc(NC(=O)CSc2nnc(-c3ccc(S(=O)(=O)N4CCOCC4)cc3)n2C)c1 | 1.4 | 2.1 | 17 | 2 | 1 | 1 | 22 | -3.3 | 0 | 0.0 | -6
COc1cc(OC)cc(C(=O)Nc2ccc3c(c2)CCCN3C(=O)c2cccs2)c1 | -1.6 | 4.0 | 1 | -4 | 17 | -6 | 29 | -0.3 | -6 | 2.5 | -1
CCOc1cc(CNCc2ccccc2)ccc1OCC(=O)NC1CCCCC1 | . | 0.2 | 2 | 9 | 6 | -8 | 32 | -0.8 | -6 | . | -5
O=C(NCC1CCCO1)c1ccccc1NS(=O)(=O)c1ccc(Br)s1 (stereo unspecified) | . | 0.8 | 0 | 0 | 5 | . | 6 | -0.1 | -4 | . | -2
COc1cc(NS(=O)(=O)c2ccc(N=Cc3c(C)[nH]n(-c4ccccc4)c3=O)cc2)nc(OC)n1 | 6.8 | -0.2 | -4 | 1 | -4 | 2 | 24 | 0.6 | 0 | 7.7 | 3
CC(=O)Nc1ccc(S(=O)(=O)NCCc2cc3ccc(C)c(C)c3[nH]c2=O)cc1 | 2.0 | 0.5 | 9 | -5 | -12 | -9 | -23 | -1.6 | 17 | 4.2 | 2
CCN(CC(=O)Nc1ccccc1C(F)(F)F)C(=O)c1cc(S(=O)(=O)N(C)C)ccc1N1CCCC1 | 0.4 | 1.5 | 14 | -4 | -1 | 0 | -1 | -4.1 | -7 | 0.3 | -11
Cc1cc2c(ccc3[nH]onc32)n1 | -0.4 | 2.6 | 3 | -8 | 2 | -2 | . | -0.6 | 2 | 2.0 | -6
N#CCOC(=O)[C@H](Cc1c[nH]c2ccccc12)NS(=O)(=O)c1ccc(Cl)cc1 | -2.0 | 1.2 | -16 | -5 | -18 | -9 | -6 | 3.2 | -8 | -0.2 | -5
CCOc1ccc(NCc2cc3cc(OC)ccc3[nH]c2=O)cc1 | 1.6 | -3.4 | -2 | -7 | -14 | -5 | -7 | 0.3 | 0 | 1.4 | -11
CCOc1ccc(NC(=O)c2ccc(NC(=O)COC(=O)c3ccc(NC(=O)CC#N)cc3)cc2)cc1 | -1.0 | 1.2 | -6 | -3 | 6 | -10 | . | 1.1 | -3 | -0.5 | -6
Fc1cccc2sc(Nc3nc4cc5c(cc4s3)OCCO5)nc12 | 0.7 | 0.7 | -24 | 9 | -15 | 2 | 8 | 4.6 | -3 | 2.2 | 1
O=C(CCCc1ccccc1)NCCCN1CCOCC1 | 0.5 | 1.1 | 6 | -3 | 10 | -13 | 16 | -1.4 | -4 | -1.2 | -4
CCCS(=O)(=O)N1CCCC(C(=O)NCCc2ccc(Cl)cc2)C1 (stereo unspecified) | -1.7 | 2.3 | 2 | 1 | -1 | 7 | 7 | -0.4 | -3 | 0.7 | 5
O=C1c2ccccc2C(=O)N1CCCc1nc(-c2ccccn2)no1 | -0.3 | 3.2 | 10 | -2 | -7 | -2 | 18 | -1.5 | 4 | 2.2 | -2
CC(C)Nc1nc(NC(C)C)nc(SCC(N)=O)n1 | 2.5 | 3.9 | 17 | 6 | 10 | -6 | 11 | -3.5 | -3 | 1.3 | -6
COc1ccccc1C1CC(c2ccc(Cl)cc2)Nc2ncnn21 (stereo unspecified) | -0.6 | 0.9 | 8 | 4 | 8 | -11 | 49 | -1.9 | -3 | -1.8 | 9
COC(=O)c1cc(S(=O)(=O)N2CCC(c3cc(OC)ccc3OC)C2)c[nH]1 (stereo unspecified) | 1.0 | 2.2 | 6 | -1 | -17 | 15 | 16 | -1.0 | -6 | 1.5 | -2
CCC(C(=O)Nc1c[nH]c(=O)[nH]c1=O)c1ccccc1 (stereo unspecified) | -0.8 | -0.8 | 10 | 1 | 9 | -19 | -3 | -2.0 | 14 | -1.1 | 1
Cc1cccc(N(CC(O)CN2CCOCC2)S(=O)(=O)c2ccccc2)c1 (stereo unspecified) | -0.9 | -0.1 | 22 | -6 | -9 | 12 | -19 | -4.3 | 3 | 2.8 | -8
CC(=N)c1c(O)c2ccccc2oc1=O | 1.8 | 0.8 | 14 | -1 | -2 | -8 | 14 | -2.7 | -3 | 1.6 | 1
COc1cc(/C=C/C(=O)O)ccc1O | 0.7 | 2.2 | 3 | -3 | -41 | 18 | -3 | -0.5 | 8 | 2.7 | 4
O=C1/C(=C/c2cccc(Cl)c2)SC(=S)N1CCC(=O)N1CCCCC1CCO (stereo unspecified) | -0.8 | 4.1 | -10 | 3 | -6 | 16 | 4 | 2.0 | -9 | -0.1 | 6
COc1ccc(CNC(=O)CCCC2=NS(=O)(=O)c3ccccc3N2)cc1 | 0.2 | 3.4 | 1 | 5 | -5 | -6 | 10 | -0.1 | -1 | 4.5 | -3
CCN(CC)C(=S)Nc1ccc(C(=O)OC)cc1 | 1.0 | 5.5 | 7 | -9 | -2 | 2 | -9 | -1.2 | -6 | 3.6 | -13
CC1CCCN(C(=O)COc2ccc(NC(=O)c3cccs3)cc2)C1 (stereo unspecified) | -2.4 | 1.7 | 10 | 2 | 1 | 0 | -30 | -1.9 | -7 | 1.4 | 4
Cc1cc(N2CCC(C)CC2)nc(NCc2ccccc2)n1 | -0.2 | 5.3 | -27 | -11 | 16 | -2 | 2 | 3.7 | -5 | 4.1 | 3

2 consecutive records out of the list so far, for reference:
structure | E coli growth | phage Ecoli inh | OPRM1-OPRD1 inv | PKA-R1A act | HTR5A inv ag | Mot1-301 SUMO | PfHsp90 set2 | MOR-DOR ag | PKA-R2B act | AddAB inh | Tat export inh
CC(Oc1ccc(C#N)cc1)C(=O)NC1CCCC1 (stereo unspecified) | 1.8 | -0.9 | 7 | -9 | 2 | -28 | 8 | -1.4 | -4 | 2.7 | -2
CC(C)OC(=O)CSc1nnc(-c2ccccn2)n1C | 1.2 | 3.5 | 12 | 2 | -24 | -5 | -23 | -2.4 | -6 | 0.2 | -3

The listing continues.
structure | E coli growth | phage Ecoli inh | OPRM1-OPRD1 inv | PKA-R1A act | HTR5A inv ag | Mot1-301 SUMO | PfHsp90 set2 | MOR-DOR ag | PKA-R2B act | AddAB inh | Tat export inh
COC(=O)c1cc(=O)n(Cc2ccc(OC)cc2)c(=NCc2ccc(OC)cc2)s1 | -2.2 | 3.2 | 5 | 5 | -8 | -1 | -4 | -0.7 | -2 | -1.1 | -4
Cc1[nH]c2nc3ccccc3n2c(=O)c1CCC(C)C | -0.6 | . | 7 | 6 | 7 | 9 | 0 | -1.3 | 8 | 0.0 | -13
CC(=O)c1cnc(SCc2ccc(Cl)cc2)nc1C | -0.3 | 2.3 | 3 | -17 | 5 | 3 | 15 | -0.6 | -11 | -0.9 | 3
CC1CCCN(C(=O)c2cccc(S(=O)(=O)N3CCCc4ccccc43)c2)C1 (stereo unspecified) | 0.5 | 2.7 | -5 | -2 | -1 | -4 | . | 0.8 | -3 | -1.2 | 0
CCn1c(SCC(=O)Nc2nccs2)nnc1-c1ccc(C)cc1 | 0.8 | 3.6 | 18 | -6 | -4 | -14 | 2 | -3.5 | -7 | 2.0 | -11
O=C(NCC1COc2ccccc2O1)c1cccs1 (stereo unspecified) | 0.4 | 4.1 | -6 | 1 | -1 | 13 | 12 | 1.1 | 2 | 5.1 | 7
C/C(=N\NC(=O)c1ccccc1O)C1C(=O)c2ccccc2C1=O | 4.2 | 6.6 | 22 | -6 | 12 | 11 | 36 | -4.3 | 0 | 7.8 | -7
COc1ccc2cc(C(=O)O)ccc2c1 | -1.4 | -0.3 | 13 | -12 | -9 | . | 13 | -2.9 | -6 | 1.6 | -4
Cc1ccc(-n2nc(C)c3c(C)onc3c2=O)cc1 | 2.1 | 1.6 | 16 | -4 | 10 | 4 | 16 | -3.3 | 12 | 0.8 | 6
OC1(c2cccnc2)CCN(Cc2nnnn2C2CCCCC2)CC1 | -2.3 | 1.7 | 4 | 0 | -13 | . | 9 | -0.7 | 1 | -1.9 | 1
O=C(NCc1ccccn1)c1ccc(COc2ccc(Cl)cc2)o1 | 2.9 | 1.0 | 5 | -17 | -11 | 3 | -41 | -0.9 | -2 | 3.5 | -3
c1ccc2oc(-c3[nH]ncc3CN(Cc3ccncc3)CC3CCCO3)cc2c1 (stereo unspecified) | -2.3 | 2.4 | 10 | -8 | -15 | -9 | 8 | -1.4 | -11 | 3.5 | -6
CC(NC(=O)c1ccccc1NC(=O)c1ccco1)c1ccccc1 (stereo unspecified) | 1.4 | 3.1 | -1 | -2 | -4 | 0 | 3 | 0.1 | 5 | 1.1 | -15
CCC(C)C(=O)Nc1nnc(SCC(=O)NC(C)(C)C)s1 (stereo unspecified) | 1.1 | 2.1 | 5 | 7 | -29 | 342 | -8 | -1.1 | 0 | 1.1 | -1
CCCCNc1c(-c2cccc(-c3ccc(OC)cc3)c2)nc2cc(C)ccn12 | 0.2 | 4.0 | -19 | -3 | -21 | 49 | -8 | 3.3 | -4 | 0.9 | 7
Cc1ccc(/C(CSc2nccn2-c2ncc(C(F)(F)F)cc2Cl)=N\O)cc1 | -1.7 | 2.2 | -26 | -3 | -10 | 6 | 4 | 4.5 | -8 | 2.1 | 10
O=C(O)C1CCCCC1C(=O)NCc1ccccc1 (stereo unspecified) | 0.3 | 1.3 | 16 | -2 | -12 | -14 | . | -3.1 | -10 | 4.3 | -11
N#CCCN1CCN(S(=O)(=O)c2ccc(S(=O)(=O)NCc3ccccc3)cc2)CC1 | 0.9 | 3.6 | 6 | -1 | 9 | 15 | 8 | -1.2 | 4 | 7.3 | 3
CCC(OC(=O)c1nsc(Cl)c1Cl)C(=O)NCCc1ccccc1 (stereo unspecified) | -1.6 | 0.9 | 2 | -12 | -8 | -3 | -5 | -0.3 | -13 | 1.2 | 11
